Screens from PubChem.
F508del corr = CFTR F508del correction in bronchial cells. CFBE cells, YFP halide quenching; stimulated with forskolin plus potentiator P3; % fluorescence drop versus neutral controls. activity (quench increase), % at 7.58 µM. 350,000 compounds, 0.36% hits. AID 720511;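 active = mean added fluorescence quench of at least 8% versus neutral control, with both replicates also reaching 8%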;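 note: cells transiently co-express mutant CFTR-F508del with the halide-sensitive YFP; corrector assay measuring rescue of mutant channel to the surface after 24 h compound exposure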
FN deposit inh = fibronectin deposition inhibition. 350,000 compounds, 0.086% hits. inhibition, % at 12.6 µM. AH1F fibroblasts, Alexa488-fibronectin deposition fluorescence, overnight;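 active = mean inhibition across replicates of 30% or more, regardless of how many single replicates reach that level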;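 note: positive control wells lacked labelled fibronectin entirely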
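Material: AH1F fibroblast monolayer depositing Alexa488-labelled fibronectin into matrix | Input: 10000 AH1F cells/well | Medium: DMEM plus 2% serum, read in PBS | Reagent: Alexa488-fibronectin, 24 nM final in well | Compound dosing: One dose per compound, pinned | Schedule: 1 h adhesion, overnight exposure | Measured by: Fluorescence at 485 nm excitation, 525 nm emission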
GSIS activator = GLuc luminescence reporter in INS-1E cells, primary screen for activators of glucose-dependent secretion of insulin; INS-1E GLuc reporter insulin secretion, 2-3 h; activation, % at 16.6 µM; 370,000 compounds, 0.61% hits;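 active = lowest replicate activation of at least 40%, so every replicate reaches that level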;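 note: 0% = median of neutral control wells and 100% = median of IBMX positive control wells; some compounds called inactive have numbers as strong as hits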
* hit, by the source's call. A portion of the library; count on the stated rates, not on these rows.

SMILES	F508del corr	FN deposit inh	GSIS activator
O=C1CC(C(=O)Nc2ccc(Br)cc2)S/C(=N\N=C\c2ccco2)N1 (centres undefined)	0.6	-8	-6
Cc1cc(C)n(-c2cc(C(=O)O)cc(C(=O)O)c2)n1	-2.1	1	-3
CC(NC(=O)c1ccnn1C)C1CCCO1 (centres undefined)	0.4	-8	10
CO[C@H]1CN(C)C(=O)c2ccc(NC(=O)CC(F)(F)F)cc2OC[C@H](C)NC[C@H]1C	-0.7	16	-4
CCCCn1c(N)c(NCc2ccccc2OC)c(=O)[nH]c1=O	-0.5	5	-5
COc1ccc(NC(=O)NCc2ccco2)cc1OC	-5.3	1	4
CCNC(=S)Nc1ccc(C)c(S(=O)(=O)Nc2ccccc2OC)c1	-0.9	0	-12
COc1cc2c(cc1OC)/C(=C/C(=O)OCc1ccccc1)OC2	0.3	12	8
CCCCNC(=O)C1c2ccccc2OCC(=O)N1Cc1ccc2c(c1)OCO2 (centres undefined)	1.6	0	-5
CCN(C(=O)COC(=O)/C=C/c1ccccc1)C1CCCCC1	1.4	-2	8
O=C(COC(=O)c1cnccn1)Nc1ccc(Cl)cn1	1.0	11	4
C/C=C/c1ccc([C@H]2[C@@H](CO)N(CC3CCCC3)[C@H]2CNC(C)=O)cc1	1.0	19	-9
Cc1ccc(S(=O)(=O)N2C3CCCCC3O[C@H]2CC(=O)c2cccc3ccccc23)cc1 (some centres undefined)	-2.3	1	21
NS(=O)(=O)c1ccc(N=Nc2ccc(O)c3ncccc23)cc1	2.7	4	0
Cc1ccc(-c2n[nH]c(=S)n2/N=C/c2sccc2C)cc1	0.7	-7	-7
CN1C(=O)/C(=C/c2cn(CC(=O)NCc3ccco3)c3ccccc23)NC1=S	2.1	1	7
COC(=O)c1cc([N+](=O)[O-])c(C)c(C)n1	1.0	4	2
COc1cc(OC)nc(NC(=O)COC(=O)c2cccc(Cl)c2)n1	-2.7	-13	26
Cc1cccc(NC(=O)CNC(=O)[C@H](CCc2ccccc2)NC(=O)[C@H]2O[C@@H](n3cnc4c(N)ncnc43)[C@H](O)[C@@H]2O)c1C	1.2	-4	28
O=C(COC(=O)C1CCN(S(=O)(=O)c2ccccc2)CC1)NC(=O)c1ccc(OC(F)F)cc1	-0.6	-6	11

16 entries already listed, arranged by length of the SMILES, lowest first.
SMILES	F508del corr	FN deposit inh	GSIS activator
CC(NC(=O)c1ccnn1C)C1CCCO1 (centres undefined)	0.4	-8	10
COc1ccc(NC(=O)NCc2ccco2)cc1OC	-5.3	1	4
O=C(COC(=O)c1cnccn1)Nc1ccc(Cl)cn1	1.0	11	4
COC(=O)c1cc([N+](=O)[O-])c(C)c(C)n1	1.0	4	2
Cc1cc(C)n(-c2cc(C(=O)O)cc(C(=O)O)c2)n1	-2.1	1	-3
Cc1ccc(-c2n[nH]c(=S)n2/N=C/c2sccc2C)cc1	0.7	-7	-7
NS(=O)(=O)c1ccc(N=Nc2ccc(O)c3ncccc23)cc1	2.7	4	0
COc1cc(OC)nc(NC(=O)COC(=O)c2cccc(Cl)c2)n1	-2.7	-13	26
CCNC(=S)Nc1ccc(C)c(S(=O)(=O)Nc2ccccc2OC)c1	-0.9	0	-12
CCCCNC(=O)C1c2ccccc2OCC(=O)N1Cc1ccc2c(c1)OCO2 (centres undefined)	1.6	0	-5
O=C1CC(C(=O)Nc2ccc(Br)cc2)S/C(=N\N=C\c2ccco2)N1 (centres undefined)	0.6	-8	-6
CN1C(=O)/C(=C/c2cn(CC(=O)NCc3ccco3)c3ccccc23)NC1=S	2.1	1	7
C/C=C/c1ccc([C@H]2[C@@H](CO)N(CC3CCCC3)[C@H]2CNC(C)=O)cc1	1.0	19	-9
O=C(COC(=O)C1CCN(S(=O)(=O)c2ccccc2)CC1)NC(=O)c1ccc(OC(F)F)cc1	-0.6	-6	11
CO[C@H]1CN(C)C(=O)c2ccc(NC(=O)CC(F)(F)F)cc2OC[C@H](C)NC[C@H]1C	-0.7	16	-4
Cc1cccc(NC(=O)CNC(=O)[C@H](CCc2ccccc2)NC(=O)[C@H]2O[C@@H](n3cnc4c(N)ncnc43)[C@H](O)[C@@H]2O)c1C	1.2	-4	28

(more compounds)
SMILES	F508del corr	FN deposit inh	GSIS activator
CC(C)(C)NC(=O)CSc1nc(N)c(-c2ccccc2)c(=O)[nH]1	0.3	8	-1
COc1ccc(NC(=O)C(c2ccccc2)n2c(=O)c(-c3cc4ccccc4[nH]3)nc3ccccc32)cc1 (centres undefined)	2.2	-4	-9
C#CCNC(=O)C[C@@H]1C[C@@]2(C(=O)OCC)CCC=C2N(Cc2cccc3ccccc23)C1=O	1.7	-7	-10
Cc1ccc(S(=O)(=O)Nc2ccc(-c3nc4ccc(C)cc4s3)cc2)cc1	-0.1	1	23
Cc1ccc(-c2c(C(=O)c3ccc(Br)cc3)[nH]c(N)c2C(=O)NCc2ccc(Cl)cc2)cc1	-2.5	-17	13
COc1ccc(CCNCC(O)c2ccccc2)cc1 (centres undefined)	-1.9	-10	17
O=C(Cc1cccs1)Nc1ccc(-c2nnc(-c3ccco3)o2)cc1	0.2	4	-2
CN(C)S(=O)(=O)c1ccc(C(=O)OCc2ccc([N+](=O)[O-])cc2)cc1	1.2	-6	0
CCOC(=O)[C@]12CCC=C1N(Cc1ccc(Cl)cc1Cl)C(=O)[C@H](CC(=O)NCC1CCCCC1)C2	0.2	6	-26
C=CS(=O)(=O)N[C@@H](CSSC[C@H](NS(=O)(=O)C=C)C(=O)OC)C(=O)OC	2.1	-2	11

Part of the list above with just GSIS activator and F508del corr:
Structure,GSIS activator,F508del corr
Cc1ccc(S(=O)(=O)Nc2ccc(-c3nc4ccc(C)cc4s3)cc2)cc1,23,-0.1
COc1ccc(NC(=O)C(c2ccccc2)n2c(=O)c(-c3cc4ccccc4[nH]3)nc3ccccc32)cc1 (centres undefined),-9,2.2

(listing goes on)
SMILES	F508del corr	FN deposit inh	GSIS activator
O=C(C1CC1)N1CC2(C1)[C@@H](c1ccccc1)[C@@H](CO)N2CC1CCCC1	0.2	1	-5
CC(C)CNC(=O)c1cccc(NC(=O)c2ccc(Cl)c([N+](=O)[O-])c2)c1	0.4	1	-18
O=C(C(=O)N1CCC(CNS(=O)(=O)c2ccccc2OC(F)(F)F)CC1)c1cc2ccccc2o1	-1.6	8	-13
C/C(CC(=O)Nc1ccc(Cl)cc1Cl)=N\NC(=O)c1ccncc1	1.9	-3	-19
O=C(/C=C/c1ccc(Br)cc1)c1ccc(NC2=NCCCS2)cc1	0.8	5	0
CN1CCc2nc(NC(=O)COc3ccc(C#N)cc3)sc2C1	-1.0	-7	21
COc1cc(NC(C)=O)c2ncccc2c1[N+](=O)[O-]	1.2	-3	-12
CC(C)c1onc(C(=O)Nc2cccnc2Cl)c1[N+](=O)[O-]	2.8	-3	11
Cc1ccc(NC(=O)CN2CCCC2)c2c1CC(C)(C)O2	-1.6	4	-4
CO[C@@H]1CN(C)C(=O)c2ccc(NC(=O)c3ccccc3)cc2OC[C@@H](C)N(C)C[C@H]1C	-1.7	-3	14
Nc1ncnc2c1ncn2[C@@H]1O[C@H](C(=O)N[C@@H](CCc2ccccc2)C(=O)N2CCN(C(=O)N3CCCCC3)CC2)[C@@H](O)[C@H]1O	3.7	4	18
CCCNC(=S)N1CC2(C)CN(C(=O)C(=O)OCC)CC(C)(C1)C2=O	-0.5	-2	3
Cc1ccccc1Nc1nc(N)nc(COc2ccc(C#N)cc2)n1	-0.4	-11	3
Cc1ccc(C)c(OCCCC(=O)Nc2ccccc2C(N)=O)c1	-3.6	0	1
Cc1cc(C)[n+](C)n1CC(O)Cn1c2ccccc2c2ccccc21 (centres undefined)	1.8	-18	13
CCOC(=O)CN1C(=O)/C(=C/c2c(F)cccc2Cl)Oc2ccccc21	0.4	-1	3
CC(C)NC(=O)c1cccc(NC(=O)CC2SC(N3CCCCC3)=NC2=O)c1 (centres undefined)	1.8	0	2
CCC(C)(C)NC(=O)C(c1cccc(OC)c1OC)N(CCC(C)C)C(=O)CCC(=O)Nc1cc(C)on1 (centres undefined)	-2.1	-6	-31
Clc1ncccc1OCc1ccccc1	-0.4	1	-8
Cc1cc(C)c(OCCCCN(C)C)c(Br)c1	2.6	10	13
CC1CCc2cc(F)ccc2N1C(=O)CSc1nnc2c(n1)[nH]c1ccccc12 (centres undefined)	1.4	-10	-1
O=c1cc2ncc(-n3cc([N+](=O)[O-])cn3)cn2[nH]1	-0.5	-6	4
COc1ccc(C(=O)c2[nH]c(N)c(C(=O)NCCc3c[nH]c4ccccc34)c2-c2ccc(Br)cc2)cc1	1.7	3	-35
Cc1nc2c(Br)cc(Br)cc2c(=O)n1-c1ccccc1NC1OCC(O)C(O)C1O (centres undefined)	-1.5	3	-5
CCOc1ccc(N(C)S(=O)(=O)c2ccc(C)c(C(=O)OCC(=O)c3c[nH]c4ccccc34)c2)cc1	-1.3	5	-3
Clc1ccccc1Cc1noc(CN2CCCCC2CCc2ccccn2)n1 (centres undefined)	2.5	-13	-8
CCC(=O)Nc1c(S(=O)(=O)c2ccccc2)c2nc3ccccc3nc2n1C(C)c1ccccc1 (centres undefined)	2.4	0	5
CC(C)C(NC(=O)C12CC3CC(CC(C3)C1)C2)C(=O)N/N=C/C1=C(N2CCOCC2)C(=C\c2ccc([N+](=O)[O-])cc2)/CC1 (centres undefined)	2.2	5	-3
C/C(CC(=O)Nc1ccc(Cl)cc1Cl)=N\NC(=O)C(=O)N1CCCC1	1.8	0	-28
COc1cccc(N2CCN(C(=O)c3ccc4nc(N5CCC(C)CC5)sc4c3)CC2)c1	-0.4	2	-9
CC(=O)Nc1cccc2c1C(=O)N(c1cccc(OC(C)=O)c1)C2=O	1.1	3	7
CCOC(=O)c1cnc2c3c(noc13)CCC2	-2.5	5	11
Cc1nc(NC(=O)c2ccc(OCC(C)C)cc2)sc1Cc1ccc2c(c1)OCO2	7.5	-1	17
COc1ccc2oc(C(=O)OCC(=O)N(C)CC(=O)Nc3ccc(F)cc3)c(C)c2c1	-3.1	8	-55
CCCCC/C(=N\NC(=O)Nc1ccccc1)c1ccccc1	1.4	-6	2
O=C(Nc1cccc(S(=O)(=O)N2CCCCCC2)c1)C1CCN(C(=O)c2ccc(Cl)cc2)CC1	-2.9	-14	-20
Cc1cc(NC(=O)COC(=O)CNS(=O)(=O)c2ccc(C)c(C)c2)no1	0.2	1	-39
O=C(O)c1ccc2c(=O)n3c(nc2c1)/C(=C/c1cccc(Cl)c1Cl)CC3	-0.9	2	-8
O=C(N/N=C/c1cccc(O)c1)c1cc(-c2ccc3c(c2)OCO3)n[nH]1	-3.7	-6	-8
COC(CNC(=O)C1CCCN(S(=O)(=O)c2c(C)noc2/C=C/c2cccs2)C1)OC (centres undefined)	-0.9	9	-10
C=CCN1C(=O)/C(=C2/Sc3ccc(OC)cc3N2C)SC1=Nc1ccc(OC)cc1	-1.5	18	4
NC(=O)c1nn(-c2ccc(Cl)cc2Cl)c(=O)cc1O	6.2	7	-2
O=C(NC(C(=O)N1CCCC1C(=O)NC1CCCC1)c1ccccc1)c1cccs1 (centres undefined)	-0.2	0	3
Cc1cccc(OCC(=O)Nc2nnc(-c3ccco3)s2)c1	-3.1	-3	5
COc1cc(/C=N/NC(=O)c2cccnc2)ccc1OCC(=O)Nc1ccc(C)cc1	-3.1	1	1
O=C1NC[C@@H](CCCCN2C[C@H](Cc3ccccc3)N(CCc3ccc(O)cc3)C(=O)C2=O)N(CCc2ccccc2)C1=O	-0.6	-1	-1
CCCCn1nnnc1C1(C)CCC(=O)N1Cc1cccnc1 (centres undefined)	3.2	7	-4
CC1CCCCC12NC(=O)N(CC(=O)N1CCN(S(=O)(=O)c3ccc4c(c3)CCC4)CC1)C2=O (centres undefined)	-3.8	-4	-16
CCOC(=O)C1=CCN(S(=O)(=O)c2cccc(Cl)c2)C1c1cccc(Cl)c1 (centres undefined)	-3.6	4	-11
COC(=O)Cn1c(C(=O)N(C)C)cc2c1C[C@H]1CN(C(=O)c3ccccc3)[C@@](Cc3ccc(F)cc3)(C(=O)OC)[C@@H]21	-3.8	0	-4

The list continues:
SMILES	F508del corr	FN deposit inh	GSIS activator
CN(C)CCNc1cnn(-c2ccccc2)c(=O)c1Cl	-0.1	-7	-2
Cc1ccc(OCCN2C(=O)NC3(CCc4ccccc4C3)C2=O)cc1 (centres undefined)	2.0	-11	10
COC(=O)c1scc(C)c1NC(=O)CSc1ccc(Cl)cc1	0.3	3	-1
Cc1ccc(C(=O)C2CCOC(C)(C)C2)cc1 (centres undefined)	-5.0	10	-9
CSc1ncccc1C(=O)OCC(=O)c1ccccc1Br	2.2	5	39
Cc1cccc(C(=O)N2CCC(c3nc4ccccc4s3)CC2)c1	-5.2	2	1
CCC(C(=O)NC1CCCC1)n1c(C2CC2)nc2ccccc21 (centres undefined)	-1.4	9	17
CN(C)/C=C(\C#N)C(=O)N/N=C(\CC(=O)C(F)(F)F)c1ccco1	-0.3	8	1
COC(=O)CC1=NN(c2nc3ccccc3s2)C(=O)/C1=C/N(C)C	-0.3	2	0
Cn1c(N)c(C(=O)COC(=O)CN2C(=O)c3ccccc3C2=O)c(=O)n(C)c1=O	-0.2	-9	-6
CC(NC(=O)c1ccc(Cl)c(Cl)c1)c1ccc(-c2ccccc2)cc1 (centres undefined)	-3.5	-6	12
O=C1c2ccccc2C(c2nnnn2Cc2ccccc2)N1CCCN1CCOCC1 (centres undefined)	-1.6	11	27
CCCCCCCCc1nc(SC(C)C(=O)O)n[nH]1 (centres undefined)	1.1	-1	13
